CHX counter: Cycloheximide Counterscreen for Small Molecule Inhibitors of Shiga Toxin; cell reporter, cycloheximide protein synthesis inhibition counterscreen; max response, %; 300,000 compounds, 12% hits; AID 2314, 2010; in the data active = max response mostly above about 13%, no sharp cut-off; inactive = mostly below about 14%; note: read at 38.3 µM for the half of the compounds with a filed dose; 0% is about no effect
Giardia FBPA inh: qHTS Assay for Inhibitors of Fructose-1,6-bisphosphate Aldolase from Giardia Lamblia | A8B2U2 | purified Giardia FBPA | Potency, µM (top dose mostly 59.6 µM), for inactives: at the top dose activity, negative = inhibition, most hits filed as inhibitors | 290,000 compounds, 0.71% hits | AID 2451, 2010; note: potency is the fitted concentration of half-maximal effect; % is set by controls: 0 for no effect and ±100 for the full control effect; nearly all actives have a fitted effect of over 55% in size
Target sequence (A8B2U2 whole entry, looked up): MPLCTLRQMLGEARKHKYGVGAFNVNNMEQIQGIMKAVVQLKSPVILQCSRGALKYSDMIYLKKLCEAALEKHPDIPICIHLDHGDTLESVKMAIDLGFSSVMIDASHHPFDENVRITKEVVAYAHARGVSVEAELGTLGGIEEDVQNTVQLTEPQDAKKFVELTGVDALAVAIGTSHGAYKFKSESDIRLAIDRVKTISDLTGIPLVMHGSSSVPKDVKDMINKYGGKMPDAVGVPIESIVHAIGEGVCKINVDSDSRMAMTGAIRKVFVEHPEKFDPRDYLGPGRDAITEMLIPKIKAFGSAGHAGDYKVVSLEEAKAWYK
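40 nM FBPA preincubated 10 min at RT with compound (up to 57.5 uM final), then substrate plus GAPDH/TPI/NAD/arsenate coupling and diaphorase/resazurin added. Fluorescence read after 20 min at RT, 525/598 nm.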
AMA1-RON2 inh: qHTS for Inhibitors of AMA1-RON; Towards Development of Antimalarial Drug Lead: Primary Screen | 360,000 compounds, 0.2% hits | AlphaScreen AMA1-biotinylated RON2 peptide binding | Plasmodium falciparum AMA1 (3D7) - RON2 peptide interaction | Potency, µM (doses to about 58.2 µM), for the others: at the highest dose activity change, negative = inhibition, usual class: inhibitors;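 note: potency is the fitted concentration of half-maximal effect; 0% = vehicle wells and -100% = peptide control; nearly all actives have a fitted effect of over 45% in size; some results filed as inactive show a strong effect at the top dose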
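AMA1 (3D7) with his tag at 25 nM final met compounds first, then biotinylated RON2 peptide at 25 nM; detection used donor plus acceptor beads, 10 µg/mL apiece, read by AlphaScreen after 30 min at room temperature.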
HCMV inh: qHTS Assay for inhibitors of the human cytomegalovirus (HCMV); HFF cells, HCMV-luciferase reporter, 72 h; hits give low values; AID 1259415, 2018; activity change, negative = inhibition, % at 57.5 µM; 410,000 compounds, 4.5% hits; in the data active = activity change below about -60%; inconclusive = no clear call, values can overlap the other calls; inactive = above about -39%; note: % is set by controls: 0 for no effect and ±100 for the full control effect
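HFF cells seeded 16 h at 37C, treated with compounds, infected with luciferase-reporter HCMV at MOI 1 PFU/cell; luciferase read at 72 h post infection, normalized to buffer-only and Salinomycin controls.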
Shiga toxin inh: A qHTS for Small Molecule Inhibitors of Shiga Toxin; Vero cells, Shiga toxin protein synthesis inhibition reporter; inhibition, % at 38.7 µM; 290,000 compounds, 9.2% hits; in the data active = inhibition mostly above about 28%, no sharp cut-off; inactive = mostly below about 43%; note: 0% is about no effect
AmpC inh no detg: qHTS Inhibitors of AmpC Beta-Lactamase (assay without detergent) | Potency, µM (top dose mostly 57.1 µM), inactives show at the top dose activity change, negative = inhibition, most hits filed as inhibitors | AmpC nitrocefin hydrolysis, absorbance 480 nm, 0.0001% Triton | 330,000 compounds, 0.52% hits | P00811 | AID 485341, 2010;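 note: potency is the fitted concentration of half-maximal effect; plate controls were no compound for no effect and no enzyme for full effect; nearly all actives have a fitted effect of over 20% in size; some results filed as inactive show a strong effect at the top dose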
Target sequence (P00811 whole entry, looked up): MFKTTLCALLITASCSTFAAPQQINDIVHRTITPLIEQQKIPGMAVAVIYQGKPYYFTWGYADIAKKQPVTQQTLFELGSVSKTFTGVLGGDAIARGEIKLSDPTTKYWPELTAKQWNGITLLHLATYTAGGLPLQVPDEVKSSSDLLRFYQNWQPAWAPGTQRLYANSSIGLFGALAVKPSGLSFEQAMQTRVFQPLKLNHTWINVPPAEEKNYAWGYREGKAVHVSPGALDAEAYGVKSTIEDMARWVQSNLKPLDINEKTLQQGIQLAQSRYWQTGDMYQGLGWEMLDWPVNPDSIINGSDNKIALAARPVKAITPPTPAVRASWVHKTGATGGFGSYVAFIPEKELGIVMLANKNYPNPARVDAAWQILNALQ
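20 mM phosphate pH 7.0 + 0.01% (detergent screen) or 0.0001% Triton X-100; 5.3 nM AmpC reagent; cpd preinc 15 min RT; nitrocefin (800 uM stock) to start; A480 q20 s × 4 min; Activity was normalised to no-enzyme and no-compound control wells.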
AmpC inh detg: qHTS Inhibitors of AmpC Beta-Lactamase (assay with detergent). Potency, µM (titrated, usually from 114 µM), for inactives: at the top dose activity change, negative = inhibition, actives largely listed as inhibitors. AmpC hydrolysis of nitrocefin, absorbance 480 nm, 0.01% Triton. 370,000 compounds, 0.041% hits;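 note: potency is the fitted concentration of half-maximal effect; 0% = no-compound wells and -100% = no-enzyme wells; nearly all actives have a fitted effect of over 25% in size; some results filed as inactive show a strong effect at the top dose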
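AmpC (5.3 nM in the dispensed reagent) in 20 mM phosphate pH 7.0 with 0.01% (detergent screen) or 0.0001% Triton X-100 was preincubated with compounds for 15 min at room temperature. Nitrocefin was then added from an 800 uM solution, and hydrolysis was followed at 480 nm.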
Starred values were filed as active, the others as inactive; ? = inconclusive; · = not tested or not shown; & = joins results of further samples; [ ] = remark or other dose. Unless noted, calls come from the whole dose curve; as a rule, active = well fitted curve in the direction sought with a large enough effect; inconclusive = small, poorly fitted or top-dose-only effect, or another doubt; inactive = no such curve, though single readings can be large; an effect the other way counts as inactive or inconclusive.

| smiles | CHX counter | Giardia FBPA inh | AMA1-RON2 inh | HCMV inh | Shiga toxin inh | AmpC inh no detg | AmpC inh detg |
| --- | --- | --- | --- | --- | --- | --- | --- |
| CCOc1ccc(NC(=O)CN(C)C(=O)CCNC(=O)c2ccco2)cc1OCC | · | · | -8% | -7 | · | -7% | 3% |
| CSc1ccc(/C=C(/NC(=O)c2ccccc2)C(=O)NCCCn2ccnc2)cc1 | -8 | -5% | -10% | 50 | -9 | 22% | -5% |
| CC1(C)CC(=O)C2=C(C1)NCN(Cc1ccccc1)C2 | -2 | -3% | 1% | 5 | -19 | -9% | -3% |
| Cc1nn(CCCC(=O)O)c(C)c1[N+](=O)[O-] | -6 | 3% | -3% | 18 | 11 | -10% | ? |
| O=C(CCC(=O)Nc1ccccc1Cl)NNC(=S)Nc1ccccc1C(F)(F)F | -2 | · | 26% | -25 | -11 | -6% | -1% |
| Cc1cc(C)nc(Nc2ccc(Br)cc2C(=O)O)n1 | -6 | -28% | -5% | -19 | -8 | -10% | 0% |
| COc1cc2c3c(c1OC)C1(C=CC(=NO)C=C1)CC3N(C(C)=O)CC2 (stereo unspecified) | -4 | 2% | 0% | 15 | -15 | -24% | -10% |
| COc1ccc(C2C(C#N)=C(N)Nc3onc(C(C)(C)C)c32)c(OC)c1 (stereo unspecified) | -3 | -1% | -3% | -7 | -5 | -19% | ? |
| Cc1ccc2nc3sc(C(=O)N4CCCc5ccccc54)c(N)c3cc2c1 | 9 | 1% | 67%[activator] | -90* | -9 | -13% | 3% |
| O=C(Oc1ccccc1Cl)c1ccc(N2CCOCC2)c([N+](=O)[O-])c1 | 7 | 0% | ? | -14 | 11 | -14% | 2% |
| Cc1ccc(-c2csc3ncn(CC(=O)N4CCOCC4)c(=O)c23)cc1 | -3 | 4% | -11% | 28 | -19 | 25% | ? |
| Oc1c(Br)cc(/C=N/Nc2ccc(Cl)nn2)cc1Br | 12 | -17% | 25% | -15 | 15 | -31% | 2% |

2 entries drawn at random from those above, as already listed:
| smiles | CHX counter | Giardia FBPA inh | AMA1-RON2 inh | HCMV inh | Shiga toxin inh | AmpC inh no detg | AmpC inh detg |
| --- | --- | --- | --- | --- | --- | --- | --- |
| Cc1ccc(-c2csc3ncn(CC(=O)N4CCOCC4)c(=O)c23)cc1 | -3 | 4% | -11% | 28 | -19 | 25% | ? |
| O=C(Oc1ccccc1Cl)c1ccc(N2CCOCC2)c([N+](=O)[O-])c1 | 7 | 0% | ? | -14 | 11 | -14% | 2% |

The list goes on:
| smiles | CHX counter | Giardia FBPA inh | AMA1-RON2 inh | HCMV inh | Shiga toxin inh | AmpC inh no detg | AmpC inh detg |
| --- | --- | --- | --- | --- | --- | --- | --- |
| N#CCSc1nc2c(c(=O)n1Cc1ccco1)C1(CCCC1)Cc1ccccc1-2 | 17 | 11% | -7% | ? | 38 | -29% | 2% |
| CC(C)(O)C#Cc1ccc(C(=O)N2CCCC2C(=O)O)s1 (stereo unspecified) | -2 | 7% | -2% | -34 | -13 | -16% | -20% |
| O=C(Nc1ccccc1)N1CCCCC1c1cccnc1 (stereo unspecified) | 0 | -6% | 13% | 11 | -12 | -24% | ? |
| COc1ccc(-n2c(C)cc(/C=C3\SC(=S)N(Cc4ccco4)C3=O)c2C)cc1 | -2 | 0% | -28% | ? | -5 | -41% | -6% |
| Cc1cc(NC(=NC2CC2)c2ccccc2F)n(-c2ccccc2)n1 | -1 | -4% | 9% | -16 | -13 | -17% | -1% |
| Cc1cc(C)n2c(C)nnc2c1 | 1 | 1% | -3% | 24 | -4 | -6% | -11% |
| CCn1c(COc2ccc(=O)n(-c3ccccc3)n2)nnc1SCc1ccccc1 | 1 | 6% | 5% | -2 | 19 | 20% | -6% |
| CCCCN(C(=O)Cn1nnc2ccccc21)C(C(=O)NCCOC)c1ccc(OC)cc1 (stereo unspecified) | -1 | 4% | 28% | -38 | -16 | 81%[activator] | ? |
| COc1ccc(C(=O)Nc2cc(=O)n(C)c(=O)n2C)cc1 | -1 | 6% | -8% | -21 | -13 | -16% | -4% |
| O=C(C1CCN(S(=O)(=O)c2c(Cl)cccc2Cl)CC1)N1CCCCCCC1 | · | · | -2% | -38 | · | 12% | ? |
| N#Cc1cccnc1N1CCN(C(=O)c2cccc3c2C(=O)c2ccc(-c4ccc(F)cc4OCc4ccccc4)cc2S3(=O)=O)CC1 | · | · | -13% | 5 | · | -26% | · |
| Cn1c(N)c(C(=O)COC(=O)c2cc(-c3ccccc3)nc3ccccc23)c(=O)n(Cc2ccccc2)c1=O | -4 | -1%&-5% | 8% | · | -20 | ? | -14% |
| CC(=O)c1ccc(NC(=O)Nc2cccnc2)cc1 | 28* | · | 4% | 46 | 23 | -15% | -4% |
| O=S(=O)(NCc1cccnc1)c1ccc(Br)c2ccccc12 | -9 | 3% | 14% | -63* | -7 | -6% | -5% |
| Cc1ccc(NC(=O)c2ccc(C)c(S(=O)(=O)N3CCOCC3)c2)nc1 | · | · | 1% | -27 | · | -11% | 0% |
| Cc1csc(NC(=O)CSc2ccccc2F)n1 | 37* | 2% | -4% | 18 | 84* | -15% | 9% |
| O=C(CSc1ccc2c(c1)OCCO2)NCCN1C(=O)CSC1=O | 8 | 5% | -2% | 71 | 21 | -10% | 1% |
| O=C1Cc2cc(S(=O)(=O)Nc3ccc(F)cc3Cl)ccc2N1 | · | · | -6% | 4 | · | -41% | -11% |
| CC(/C=C/C1[C@H](C)C[C@H](O[C@@H]2O[C@H](CO)[C@@H](O)[C@H](O)[C@H]2O)CC1(C)C)O[C@H]1O[C@H](CO)[C@@H](O)[C@H](O)[C@H]1O (stereo partly specified) | · | · | -1% | -22 | · | -11% | -14% |
| CCOC(=O)N1CCN(CC(O)c2c[nH]c3ccc(OC)cc23)CC1 (stereo unspecified) | 1 | 3% | 5% | ? | -4 | 0% | 0% |
| Cc1cccc(NC(=O)C2CCCN(C(=O)NC3CCCCC3)C2)c1C (stereo unspecified) | -4 | -1% | -3% | -24 | -17 | -5% | -9% |
| COc1ccccc1C(=O)NCCC(=O)N1CCN(c2ccccc2Cl)CC1 | · | · | 33%[activator] | 3 | · | 51% | -12% |
| CCOc1ccc(C(=O)Nc2ccc(NC(=O)c3ccco3)c(Cl)c2)cc1Cl | 4 | 9% | 2% | · | -8 | -16% | -1% |
| Cc1nn(-c2ccccc2)c(N2CCCC2)c1/C=N/NC(=O)C1CC1 | 3 | -16% | -1% | -61* | -9 | -16% | 7% |

Part of the list above, as labelled records:
SMILES: Cc1nn(-c2ccccc2)c(N2CCCC2)c1/C=N/NC(=O)C1CC1
  CHX counter: 3; Giardia FBPA inh: -16%; AMA1-RON2 inh: -1%; HCMV inh: -61*; Shiga toxin inh: -9; AmpC inh no detg: -16%; AmpC inh detg: 7%
SMILES: CC(/C=C/C1[C@H](C)C[C@H](O[C@@H]2O[C@H](CO)[C@@H](O)[C@H](O)[C@H]2O)CC1(C)C)O[C@H]1O[C@H](CO)[C@@H](O)[C@H](O)[C@H]1O (stereo partly specified)
  CHX counter: ·; Giardia FBPA inh: ·; AMA1-RON2 inh: -1%; HCMV inh: -22; Shiga toxin inh: ·; AmpC inh no detg: -11%; AmpC inh detg: -14%

One compound at a time, as listed above.
O=C(Oc1ccccc1Cl)c1ccc(N2CCOCC2)c([N+](=O)[O-])c1 is listed with CHX counter = 7; Giardia FBPA inh = 0%; AMA1-RON2 inh = ?; HCMV inh = -14; Shiga toxin inh = 11; AmpC inh no detg = -14%; AmpC inh detg = 2%
O=C(CCC(=O)Nc1ccccc1Cl)NNC(=S)Nc1ccccc1C(F)(F)F is listed with CHX counter = -2; Giardia FBPA inh = ·; AMA1-RON2 inh = 26%; HCMV inh = -25; Shiga toxin inh = -11; AmpC inh no detg = -6%; AmpC inh detg = -1%

(next part)
Order of values: CHX counter	Giardia FBPA inh	AMA1-RON2 inh	HCMV inh	Shiga toxin inh	AmpC inh no detg	AmpC inh detg
O=C(Nc1ccccc1N1CCCCC1)C1CCN(S(=O)(=O)c2ccccc2C(F)(F)F)CC1
→ ·	·	?	-61*	·	-17%	-1%
CN(Cc1ccccc1)S(=O)(=O)c1ccc2c(c1)CCC(=O)N2
→ -1	-8%	13%	14	-7	-22%	?
NC(=O)CC(NC(=O)Cc1ccc(Br)cc1)c1ccc(NCc2ccc(F)c(F)c2)c([N+](=O)[O-])c1 (stereo unspecified)
→ -4	-1%	0%	?	-1	-49%	4%
CSc1ccccc1C(=O)Nc1ccc2c(c1)CCC2
→ 21	-3%	5%	66	41*	-32%	1%
CC(=O)Nc1ccc(S(=O)(=O)NC2(C(F)(F)F)NC(=O)N(CC(C)C)C2=O)cc1 (stereo unspecified)
→ 1	11%	2%	?	-5	-1%	4%
CCOCc1cn(CC(=O)c2ccc(Cl)cc2)c(C)nc1=N
→ -4	7%	3%	-9	-17	-2%	-3%
COc1ccccc1C(=O)Nc1ccc(NC(=O)c2ccco2)cn1
→ 28*	4%	9%	17	90*	-21%	-12%
COc1ccccc1NC(=S)N1CC(C)(C)C1=O
→ 9	-4%	7%	8	-4	1%	5%
Cc1cccc(N2CCN(S(=O)(=O)c3cc(-c4cc(C)no4)ccc3C)CC2C)c1 (stereo unspecified)
→ -3	-6%	-9%	?	-6	-5%	1%
CC(C)(C)OC(=O)NCCCCCO
→ 27*	5%	5%	-20	27*	-3%	-15%
CC12C(=O)N(Cc3ccccc3)C(=O)C1C1C=CC2C1 (stereo unspecified)
→ 2	-4%	-2%	15	-5	-5%	-16%
CC(C)OCCCNc1ncnc2c1nc1n2CCCC1
→ 18*	-5%	2%	1	29	-6%	0%
COc1cc(/C=C/C(=O)O)ccc1OS(=O)(=O)c1cc(Br)ccc1C
→ ·	·	0%	-7	·	-28%	-6%
COc1ccc(S(=O)(=O)Nc2nc3ccccc3s2)cc1OC
→ 15	17%	6%	8	30	-39%	4%
Cc1ccc(OCCNC(=O)CNC(=O)c2ccc(Cl)c([N+](=O)[O-])c2)cc1
→ ·	·	-3%	-3	·	2%	·
Cc1ccc(S(=O)(=O)N2CCC(=O)N(CCOC(=O)Nc3cc(C)cc(C)c3)CC2)cc1
→ 8&-3	-3%&0%	3%	13	-2&-14	242%[activator]	?
C=CCn1cc(C(=O)NCc2ccc(Cl)cc2)c(=O)c2cc(S(=O)(=O)N(CC)CC)ccc21
→ -6	4%	3%	-35	-5	13%	-14%
COc1cc2c(cc1OC)CN(S(=O)(=O)c1cccc(F)c1)CC2
→ 12	3%	79%[activator]	39	-3	7%	1%
COc1cccc(C2/C(=C(\O)c3ccc4c(c3)OCCO4)C(=O)C(=O)N2CC2CCCO2)c1 (stereo unspecified)
→ 2	·	-14%	9	-7	-27%	-15%
